# Screening results as filed in PubChem BioAssay.
# D2 agonist: HTS Assay for Allosteric Agonists of the Human D2 Dopamine Receptor: Primary Screen for Agonists; D(2) dopamine receptor (Homo sapiens), P14416; HEK293 T-REx D2 cells, calcium flux agonist mode; activation, % at 2 µM; 340,000 compounds, 0.53% hits; AID 485358, 2010;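 active = activation over 3 SD above normal in the single-dose calcium agonist read, cut at about 30% in these data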; note: 0% is about no effect
#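 Tetracycline-induced HEK293 T-REx cells with force-coupled D2 receptor, plated overnight at 30 C, loaded with no-wash calcium dye. After a 10 s baseline, compound was pin-added and calcium flux read kinetically for 180 s; calcium rises flagged agonists.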
# D1 potentiator: Potentiators of Human D1 Dopamine Receptor: qHTS; HEK293 TREx D1 cells, calcium flux, dopamine EC20 potentiation; potentiation, % at 10 µM; 360,000 compounds, 0.036% hits; AID 504651, 2011; in the data active = potentiation above about 30%; note: 0% is about no effect
# Target sequence (P21728 whole entry, looked up): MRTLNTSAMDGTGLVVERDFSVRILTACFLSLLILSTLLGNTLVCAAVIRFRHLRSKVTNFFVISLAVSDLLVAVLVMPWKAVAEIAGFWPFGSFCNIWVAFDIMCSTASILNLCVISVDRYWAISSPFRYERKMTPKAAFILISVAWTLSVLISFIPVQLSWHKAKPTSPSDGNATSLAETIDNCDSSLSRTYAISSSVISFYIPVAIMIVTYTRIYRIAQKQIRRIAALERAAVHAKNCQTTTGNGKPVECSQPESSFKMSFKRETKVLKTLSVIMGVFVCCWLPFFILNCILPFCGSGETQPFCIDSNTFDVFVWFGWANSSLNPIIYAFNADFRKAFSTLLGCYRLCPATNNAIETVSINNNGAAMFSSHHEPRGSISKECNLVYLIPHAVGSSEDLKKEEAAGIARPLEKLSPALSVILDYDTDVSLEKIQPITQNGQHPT
# RXFP1 agonist: qHTS Assay for Agonists of the Relaxin Receptor RXFP1. AID 2676, 2010. Relaxin receptor 1 (Homo sapiens), Q9HBX9. 370,000 compounds, 0.3% hits. Potency, µM (doses to about 57.5 µM), without a hit: top-dose activation, most hits filed as activators. HEK293T-RXFP1 cAMP TR-FRET, 30 min; response scale: percent of porcine relaxin response, buffer zero; active = well fitted activation curve with a large enough effect; inconclusive = small, poorly fitted or top-dose-only effect; note: potency is the fitted concentration of half-maximal effect; % is set by controls: 0 for no effect and ±100 for the full control effect; nearly all actives have a fitted effect of over 60% in size; many of its hits are not listed in these tables
#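 HEK293T cells stably expressing RXFP1 were pretreated with the PDE4 inhibitor Ro 20174, exposed to compounds for 30 min at 37C, lysed, and cAMP was read by TR-FRET. Data normalized to buffer (basal) and 29 nM porcine relaxin (100%).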
# TRHR enhancer: qHTS for Small Molecule Agonists and Allosteric Enhancers of Human TRH Receptor: Primary Screen for Enhancers. TRHR cells, fluo-8 calcium fluorescence, EC20 TRH enhancement. 360,000 compounds, 0.66% hits. enhancement, % at 2 µM. Thyrotropin-releasing hormone receptor (Homo sapiens), P34981; in the data active = enhancement above about 30%; note: 0% is about no effect
# Target sequence (P34981 whole entry, looked up): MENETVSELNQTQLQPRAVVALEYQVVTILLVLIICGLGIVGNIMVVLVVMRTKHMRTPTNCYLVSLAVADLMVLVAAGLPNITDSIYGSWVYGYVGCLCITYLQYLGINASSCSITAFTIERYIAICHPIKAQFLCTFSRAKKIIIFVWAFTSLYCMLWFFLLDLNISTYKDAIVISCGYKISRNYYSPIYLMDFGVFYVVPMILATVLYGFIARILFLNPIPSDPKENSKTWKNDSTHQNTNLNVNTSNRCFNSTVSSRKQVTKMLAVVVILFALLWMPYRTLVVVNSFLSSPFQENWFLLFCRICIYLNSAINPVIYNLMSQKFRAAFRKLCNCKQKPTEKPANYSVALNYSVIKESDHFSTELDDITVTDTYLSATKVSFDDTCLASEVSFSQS
#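 TRHR-expressing cells loaded with fluo-8 calcium dye were read kinetically (ex 480/em 530) during compound addition, then stimulated with an EC20 of TRH (10 nM final). Enhancement of the Gq-mediated intracellular calcium response was scored.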
# D1 antag: Antagonist of Human D 1 Dopamine Receptor: qHTS. D(1A) dopamine receptor (Homo sapiens), P21728. HEK293 TREx D1 cells, calcium flux, dopamine EC80; stronger effect = lower value. activity change, negative = inhibition, % at 10 µM. 360,000 compounds, 3.2% hits. AID 504652, 2011; in the data active = activity change below about -30%; note: % is set by controls: 0 for no effect and ±100 for the full control effect
#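 Tetracycline-induced HEK293 Trex D1 cells, force-coupled to calcium, dye-loaded; compounds added and read 180 s, then EC80 dopamine added and calcium flux tracked kinetically another 180 s.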
# D2 antag: HTS Assay for Allosteric Antagonists of the Human D2 Dopamine Receptor: Primary Screen for Antagonists. D(2) dopamine receptor (Homo sapiens), P14416. HEK293 TREx D2 cells, calcium flux, dopamine EC80. inhibition, % at 10 µM. 340,000 compounds, 2% hits. AID 485344, 2010; in the data active = inhibition above about 30%; note: 0% is about no effect
#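 Cells plated overnight at 30 C with tetracycline; no-wash calcium dye, 30–90 min RT; 10 s baseline; compound pinned; 180 s read; EC80 dopamine added; another 180 s read.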
# D1 agonist: Allosteric Agonists of the Human D1 Dopamine Receptor: qHTS. HEK293 T-REx D1 cells, calcium flux, agonist mode. activation, % at 2 µM. 360,000 compounds, 1% hits; in the data active = activation above about 30%; note: 0% is about no effect
#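 Agonism was scored from calcium flux recorded over 180 s (1 read/s) after pintool compound addition, following a 10-cycle baseline. Cells were inducible force-coupled HEK293 TREx D1, plated overnight at 30 C and loaded with no-wash calcium dye.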
# RXFP1 antag: qHTS Assay for Antagonists of the Relaxin Receptor RXFP1; Relaxin receptor 1 (Homo sapiens), Q9HBX9; HEK293-RXFP1, relaxin-stimulated cAMP HTRF, 30 min; stronger effect = lower value; activity change, negative = inhibition, % at 57.5 µM; 350,000 compounds, 0.59% hits; AID 1259400, 2018;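 active = activity change of -60% or lower, but not beyond a set lower limit; inconclusive = change between -60% and -40%, or beyond the set limit; inactive = change above -40%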; note: % is set by controls: 0 for no effect and ±100 for the full control effect
# D2 potentiator: HTS Assay for Positive Allosteric Modulators of the Human D2 Dopamine Receptor: Primary Screen for Potentiators. 340,000 compounds, 0.34% hits. HEK293 T-REx D2, calcium flux, EC20 dopamine potentiation. AID 485347, 2010. potentiation, % at 10 µM. D(2) dopamine receptor (Homo sapiens), P14416;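 active = potentiation over 3 SD above the plate norm, cut at about 30% in these data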; note: 0% is about no effect
#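 Calcium flux readout, no-wash dye, 1 read/s. Inducible HEK293 Trex D2 line, overnight 30 C. Compound alone 180 s (agonist flags), then EC20 dopamine, another 180 s to score potentiation.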
# The depositor's hits bear a star; u = inconclusive; x = no result given. Not all compounds are listed, so the mix of outcomes need not match the whole.
# The opening 10 entries (preview)
SMILES,D2 agonist,D1 potentiator,RXFP1 agonist,TRHR enhancer,D1 antag,D2 antag,D1 agonist,RXFP1 antag,D2 potentiator
CCSc1nnc(NC(=O)NC(CC)(C(F)(F)F)C(F)(F)F)s1,6.6,-11,0.5%,-5,-15,1,17,-21,9
CN(C(=O)Cn1cc(C#N)c2ccccc21)c1ccccc1,0.5,5,-0.1%,-4,16,3,2,-2,5
COc1ccc(OC)c(NC(=O)COc2ccc(S(=O)(=O)NC(C)C)cc2)c1,0.2,-4,1.3%,1,10,-10,0,-22,0
CS(=O)(=O)N1CCN(C(=O)c2cc(-c3cccs3)nc3ccccc23)CC1,-0.5,6,3.0%,-2,11,-5,2,6,10
Cc1[nH]c(C)c(S(=O)(=O)NCc2ccc(Cl)cc2)c1C(=O)N1CCCC1,0.5,33*,2.3%,1,-9,6,0,1,8
Cc1ccc(-c2cc(NC(=O)c3cccc(C)c3)on2)cc1,20,0,-2.6%,-5,-11,x,27,-8,-10
Nc1c(-c2ccc(Cl)cc2)cnn1-c1cc(C(F)(F)F)cc(C(F)(F)F)c1,x,17,4.6%,0,3,x,3,-4,x
COc1ccc(CCNC(=O)C2CCCN(C(=O)N(C)C)C2)c(OC)c1 (configuration not stated),-0.2,-1,0.7%,9,-4,1,0,1,-1
O=C(NCCO)c1ccc(CSc2nc3ccccc3[nH]2)cc1,0.2,5,1.1%,7,-3,20,-2,16,5
COc1ccc(NC(=O)C(=O)NCCN2CCN(C(=O)c3cccc(Br)c3)CC2)cc1,-0.1,8,-0.7%,8,-8,18,3,-21,0

# The whole of this part (from the top)
SMILES,D2 agonist,D1 potentiator,RXFP1 agonist,TRHR enhancer,D1 antag,D2 antag,D1 agonist,RXFP1 antag,D2 potentiator
CCSc1nnc(NC(=O)NC(CC)(C(F)(F)F)C(F)(F)F)s1,6.6,-11,0.5%,-5,-15,1,17,-21,9
CN(C(=O)Cn1cc(C#N)c2ccccc21)c1ccccc1,0.5,5,-0.1%,-4,16,3,2,-2,5
COc1ccc(OC)c(NC(=O)COc2ccc(S(=O)(=O)NC(C)C)cc2)c1,0.2,-4,1.3%,1,10,-10,0,-22,0
CS(=O)(=O)N1CCN(C(=O)c2cc(-c3cccs3)nc3ccccc23)CC1,-0.5,6,3.0%,-2,11,-5,2,6,10
Cc1[nH]c(C)c(S(=O)(=O)NCc2ccc(Cl)cc2)c1C(=O)N1CCCC1,0.5,33*,2.3%,1,-9,6,0,1,8
Cc1ccc(-c2cc(NC(=O)c3cccc(C)c3)on2)cc1,20,0,-2.6%,-5,-11,x,27,-8,-10
Nc1c(-c2ccc(Cl)cc2)cnn1-c1cc(C(F)(F)F)cc(C(F)(F)F)c1,x,17,4.6%,0,3,x,3,-4,x
COc1ccc(CCNC(=O)C2CCCN(C(=O)N(C)C)C2)c(OC)c1 (configuration not stated),-0.2,-1,0.7%,9,-4,1,0,1,-1
O=C(NCCO)c1ccc(CSc2nc3ccccc3[nH]2)cc1,0.2,5,1.1%,7,-3,20,-2,16,5
COc1ccc(NC(=O)C(=O)NCCN2CCN(C(=O)c3cccc(Br)c3)CC2)cc1,-0.1,8,-0.7%,8,-8,18,3,-21,0
CCOc1ccccc1N(CC(=O)N1CCc2ccccc2C1)S(C)(=O)=O,-0.4,-10,-1.7%,12,-23,-4,1,-7,-3
CC1CN(CC(=O)Nc2ccc(S(N)(=O)=O)cc2)CC(C)O1 (configuration not stated),0.8,-2,-0.6%,14,-2,17,1,7,-2
C[C@H](NC(=O)C1CCN(S(=O)(=O)c2ccccc2)CC1)C(=O)NCc1ccc(F)cc1,0.5,0,5.6%,-1,10,7,2,11,3
O=C(CSc1nnc(-c2ccccc2)o1)NC1CC1,0.5,-8,-0.4%,1,6,12,-1,31,2
O=C(CNC(=O)c1ccccc1)OCC(=O)c1ccc(Cl)s1,-0.7,x,18%,1,30,16,12,-9,9
O=C(CSc1nc2[nH]c(=O)cc(O)c2s1)Nc1ccc(Cl)c(C(F)(F)F)c1,-0.3,2,3.5%,-4,1,7,1,5,-12
COc1ccc(NC(=O)c2c(-c3ccc(C)cc3)nnc3ccccc23)cc1Cl,0.9,-2,1.6%,5,-9,x,2,-4,0
CCOC(=O)COc1nc(-c2ccccc2)cc(-c2ccco2)c1C#N,0.9,-16,5.1%,2,3,-4,9,-7,0
CC1(C)OC(=O)N(NCc2ccccc2)C1(C)O (configuration not stated),0.3,-3,3.2%,12,-3,-10,2,-8,12
Cc1ccc2cccc(OCc3ccc(Br)cc3)c2n1,-0.3,5,1.0%,-1,11,-12,1,-4,-1
COc1cc(C(=O)N2CCN(C(=O)COc3cccc(C)c3)CC2)cc(OC)c1OC,-1.3,-3,1.4%,5,-1,x,0,-2,-3
CCCc1ccc2oc(C(=O)NCCN3CCCC(C(N)=O)C3)c(C)c2c1 (configuration not stated),1.0,-1,0.5%,5,-4,-5,4,-8,2
O=C(NCc1ccccc1)C(=O)NCC1COc2ccccc2O1 (configuration not stated),0.1,-1,0.3%,2,12,-1,2,-4,6
CCOC(=O)c1c(C)nc(C)c(C(=O)OCC)c1-c1cccc(N)c1,-0.1,-3,1.0%,-4,-6,-1,0,9,2
Cc1nn(-c2ccccc2)c(C)c1/C=N/n1c(-c2ccncc2)n[nH]c1=S,0.3,1,2.5%,18,35,-9,0,-10,28
C=CCCC(=O)Nc1nc(C)c(-c2csc(Nc3cc(Cl)ccc3OC)n2)s1,1.3,-6,-2.5%,-2,-4,6,2,x,-5
Cc1ccc(-c2nc3cccnc3s2)cc1NC(=O)C1c2ccccc2Oc2ccccc21,x,0,14%,3,5,x,1,-7,x
COc1cccc(CNC(=O)CSc2nnc(C)c3c(C)n(-c4ccccc4)nc23)c1,-0.2,-1,17%,-2,0,x,1,-28,7
COc1ccc(C(=O)N/N=C(\C)c2cccc(NC(=O)c3ccc(F)cc3)c2)c(OC)c1,0.6,-5,-2.9%,-1,-37*,-32,5,-3,-2
CC(=O)Nc1nnc(-c2ccccn2)o1,0.3,-1,0.3%,-10,2,4,1,-6,-1
Cc1cc(S(=O)(=O)N2CCCC(C)C2)ccc1-n1cnnn1 (configuration not stated),0.2,-2,-1.0%,17,0,0,2,9,-3
CCN(CC)c1ccc(NC(=O)C2=CC=CN3CCS(=O)(=O)N=C23)cc1,0.4,0,-0.6%,17,5,10,1,-1,6
COc1cccc(-c2cn3c(n2)sc2cc(C(=O)NC4CCCCC4)ccc23)c1,0.3,-1,u,3,2,x,0,6,-9
C/C(CC1(O)C(=O)N(Cc2ccccc2)c2ccccc21)=N\O (configuration not stated),-0.3,-7,0.6%,2,-12,25,1,-6,-10
CCCC(=O)Nc1c2c(nn1-c1ccc([N+](=O)[O-])cc1)CS(=O)(=O)C2,0.3,1,6.4%,0,10,3,5,3,0
COc1ccc(/C=C(/NC(=O)c2ccc([N+](=O)[O-])cc2)C(=O)NCCCN(C)C)cc1,0.4,8,-0.6%,4,1,13,2,6,-1
Cc1cc(=O)cc(C)n1-c1ccccc1Br,1.0,4,-4.3%,3,10,-9,2,10,3
Cn1c(SCc2cccnc2)nc2cccnc21,x,0,2.4%,-1,5,x,0,-8,x
COC(=O)c1ccc(/C=N/NC(=S)NC(C)C)cc1,x,-3,2.4%,-4,3,x,0,9,x
COc1ccc(S(=O)(=O)N2CCN(C(=O)[C@H](Cc3ccccc3)NC(=O)c3ccco3)CC2)cc1,-0.4,-2,1.3%,-5,7,-1,1,-2,-4
CCCCCOc1ccc(/C=C/C(=O)Nc2sc3c(c2C(=O)OCC)CCC3)cc1OC,-0.5,1,2.3%,2,6,x,-2,0,7
Cc1ccc(NC(=O)c2ccco2)c(NC(=O)c2ccccc2)c1,0.1,-8,-0.3%,29,10,5,2,-7,-12
COc1ccc(NC(=O)CSc2nnc(-c3ccc(OC)cc3)s2)cc1,0.9,-3,20%,2,12,x,1,-4,4
CC(C)CCc1noc(CN2CCN(CC(=O)NC(C)C)CC2)n1,-0.1,-2,-0.9%,4,7,-10,3,-5,7
Cc1cc(F)c(F)cc1C(=O)N1CCCC1,-0.4,0,-0.2%,-2,9,-4,3,-4,17
Cc1cccc(NC(=O)CSc2nnc(C)c(C)n2)c1,3.4,-3,-0.1%,1,-8,-5,2,-2,x
CC(C)COc1ccc(C(=O)Nc2ccc(NC(=O)c3ccco3)c(Cl)c2)cc1,0.5,-1,2.3%,6,0,-7,3,-13,7
COc1ccc(C(O)Cn2cc([N+](=O)[O-])nc2C)cc1 (configuration not stated),0.7,-4,-2.0%,0,40,-16,2,-9,5
COc1ccccc1CNC(=O)CCNC(=O)Cn1ccc2ccccc2c1=O,-0.3,-4,2.2%,-5,3,8,1,5,-4
CCOc1ccc(C(=O)c2oc3ccccc3c2NC(=O)Cc2coc3ccc(CC)cc23)cc1,0.9,0,2.8%,-6,-10,x,3,-13,1
COc1cc(CNc2ccc(N3CCOCC3)cc2)cc(Br)c1OC,-0.6,-6,-0.4%,-4,x,-14,4,15,-6
COc1ccc(C(=O)Nc2cc(Cl)cc(Cl)c2)c(OC)n1,1.2,-4,-0.8%,-5,7,-13,2,1,9
Nc1ccc2nc3c(c(Cl)c2c1)CCCC3,-0.9,-1,-7.2%,14,-8,0,2,15,3
CCN=C1SC(C(=O)Nc2cccc(Cl)c2)CC(=O)N1CC (configuration not stated),-0.8,-2,-2.6%,4,-22,12,7,-5,-8
